XIAP displacement = small molecules displacing peptide from XIAP – biochemical, IAP family, fluorescence polarization (AID 1018); displacement, % at 20 µM, or IC50 in µM where a hit was titrated; XIAP BIR domain, fluorescence polarization peptide displacement; higher % means a stronger effect; 200,000 tested, 0.007% active; in the data active means displacement above about 50%; further: a part of the inactive calls stands beside numbers as strong as those of hits
bCat nuc transl = alters nuclear translocation of beta-catenin in HeLa cells; nuclear translocation activity, % at 5 µM; 190,000 tested, 0.3% active; immunofluorescence imaging; AID 1665;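 active means nuclear translocation activity above 50% at 5 µM, with a well cell count of 50 or more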;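 further: per-cell ratio of nuclear to cytoplasmic median beta-catenin stain intensity; plate controls were DMSO negative control for no effect and GSK-3 inhibitor IX positive control for full effect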
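System: HeLa cells, endogenous beta-catenin; compound dosing: 5 µM primary single dose, 0.1% DMSO, 0.02–20 µM confirmation series; incubation: 24 h compound exposure at 37°C, 5% CO2; signal: beta-catenin immunofluorescence imaging with DAPI; evaluation: % activation, nuclear-to-cytoplasmic median beta-catenin signal ratio per cell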
ER stress rescue = rescue of cells from ER stress-induced death, primary screen, 384-well, CSM14.1, thapsigargin, ATP luminescence (AID 1222); CSM14.1 thapsigargin-induced death rescue, ATP luminescence; higher % means a stronger effect; 190,000 tested, under 10 active; cellular ATP content (survival), % at 20 µM, or EC50 in µM where a hit was titrated;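 active means EC50 below 50 µM in the dose-response confirmation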;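 further: death triggered by thapsigargin at about 15 µM added after 2 h compound pretreatment; cell ATP read after overnight thapsigargin exposure of roughly 18 to 22 hours; normalized against plate controls of thapsigargin alone and 5% DMSO vehicle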
Lipid droplet = modulators of hepatic lipid droplet formation; inhibition, % at 6.5 µM; 240,000 tested, 0.4% active; AML12 mouse hepatocytes, oleate lipid droplets, BODIPY imaging;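 active means lipid droplet intensity inhibited by at least 50%, with more than 500 cells counted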
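Test system: AML12 hepatocytes (mouse); reagent: oleate loading, 100 µM; dosing: one dose, 6.5 µM compound; incubation: overnight exposure; signal: fluorescence imaging, 20x objective, two fields per well; read-out basis: % inhibition of corrected integrated BODIPY droplet signal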
Dynein transport = dynein cargo transport inhibition | 3617.4 mouse cells, GR-EGFP nuclear translocation imaging; test concentration mostly 20 µM; stimulated with dexamethasone, 1 µM; hits give low values | AID 1381 | 220,000 tested, 0.47% active | z-score, hits read low;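 active means plate z-score of nuclear minus cytoplasmic receptor signal below a set negative limit, without overly bright fluorescence or cell loss, cut at about -3.5 in these data, passing the limit was not always enough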;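 further: z-score of nuclear minus cytoplasmic ring GR-EGFP intensity difference per well; some compounds called inactive have numbers as strong as hits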
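medium = tetracycline-free induction medium containing charcoal-stripped FBS | probe or stimulus = dexamethasone, 1.0 µM final | timing = 48 h induction, then 1 h compound, then 30 min agonist, 37 °C | detection = automated 10x imaging of fixed Hoechst-stained cells | read-out basis = nuclear versus cytoplasmic GR-EGFP signal, averaged per well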
MT stabilizer = microtubule stabilizers in HeLa cells; % tubulin-high responders, % at 10 µM; 200,000 tested, 0.83% active; HeLa tubulin immunostaining HCS, 24 h; share of cells brighter than vehicle mean+2SD;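 active means plate Z-score above 3 for both tubulin-high and condensed-nucleus cell shares, with cell loss under 80%, at 10 µM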;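 further: anti alpha tubulin signal scored within the nucleus-defined area of each cell; some results filed as inactive read as strong as hits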
WT yeast gro inh = growth inhibition of WT yeast, mitochondrial fusion screen. inhibition, % at 10 µM. mitochondrial fusion phenotypic screen, WT strain. AID 1362. 190,000 tested, 2.1% active; in the data active means inhibition above about 58%; tested in S. cerevisiae
WT yeast gro inh mutant strain = second read-out of WT yeast gro inh, no call of its own (marks repeat the call); inhibition, %; mitochondrial fusion phenotypic screen, mutant strain inhibition
Dynein transport cytoplasmic EGFP = further read-out of Dynein transport, marked with its call; z-score; measured here: cytoplasmic GR-EGFP intensity; hits give high values
Dynein transport nuclear GR-EGFP = further read-out of Dynein transport, marked with its call; z-score; measured here: nuclear GR-EGFP intensity;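 lower value marks the stronger effect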
Dynein transport cell count = also measured in Dynein transport; calls as there; z-score; measured here: cell count per field
Lipid droplet cells 6.5 µM = second read-out of Lipid droplet, no call of its own (marks repeat the call); cell count; measured here: cell count, cytotoxicity flag;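 cells counted across two imaged fields per well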
bCat nuc transl cell count 5 µM = further read-out of bCat nuc transl, marked with its call; cell count; measured here: cell count, cytotoxicity flag
MT stabilizer Hoechst-high % = second read-out of MT stabilizer, no call of its own (marks repeat the call); % Hoechst-high responders; measured here: nuclear condensation Hoechst responders;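 share of cells brighter than vehicle mean plus two SD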
MT stabilizer cytotoxicity % = recorded beside MT stabilizer, whose call it bears; toxicity, %; measured here: cytotoxicity by cell density;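 0% = mean cell density of plate MIN control wells and 100% = no cells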
Active calls of the source: *; . = not tested or not shown. This is a subset. The share of hits here may be higher or lower than overall.

SMILES	XIAP displacement	bCat nuc transl	ER stress rescue	Lipid droplet	Lipid droplet cells 6.5 µM	Dynein transport	MT stabilizer	WT yeast gro inh	others
COc1ccc(NC(=O)c2cccc(-c3ccc(O)cc3)c2)cn1	.	.	.	8.4	726	.	.	.
COc1ccc(OC)c(CCNC(=O)c2sc3nc4n(c(=O)c3c2C)CCC4)c1	.	.	.	-19.0	709	.	.	.
CCOC(=O)C1CCN(S(=O)(=O)c2ccc(Cl)cc2)CC1	.	.	.	-5.9	405	.	.	.
CCCC1=Nc2cc(C(=O)NCCN3CCOCC3)ccc2Sc2ccc(C)cc21	.	.	.	2.2	751	.	.	.
Cc1cccc(Cl)c1OCCN1CCCC1	.	.	.	6.0	842	.	.	.
CC1CN(C(=O)CN(C)S(=O)(=O)c2ccc3ccccc3c2)CC(C)O1 (configuration not stated)	.	.	.	4.7	796	.	.	.
COc1ccccc1N1CCN(C2CCCN(C(=O)c3oc(C)cc3C)C2)CC1 (configuration not stated)	.	.	.	-6.9	669	.	.	.
COc1ccc(S(=O)(=O)N2CCCC(C(=O)NCc3cccnc3)C2)cc1 (configuration not stated)	.	.	.	8.4	767	.	.	.
COc1cc(NC(=O)NCC2CCN(Cc3ccc(C)cc3)CC2)cc(OC)c1OC	.	.	.	13.9	861	.	.	.
CCCCCCCN1CCC(=O)N(CCO)CC1	.	.	.	-4.6	792	.	.	.
COc1cccc(CNC(=O)C2CCCN(S(=O)(=O)c3c(C)noc3/C=C/N(C)C)C2)c1 (configuration not stated)	.	.	.	73.9*	688*	.	.	.
COc1ccc(N2CCN(CC(=O)Nc3ccc(C)c(C)c3)CC2)cc1	.	.	.	0.2	833	.	.	.
O=C(NCCc1csc(-c2ccc(Cl)cc2)n1)c1ccco1	.	.	.	-7.7	690	.	.	.
O=C(c1c(F)cccc1Cl)N1CCN(c2ccccn2)CC1	.	.	.	-1.1	757	.	.	.
CCOc1cc(C)c(S(=O)(=O)NCc2ccccn2)cc1C	.	.	.	1.4	821	.	.	.
CCN1CCN(C(=O)COCc2cc(-c3ccc4c(c3)OCO4)on2)CC1	.	.	.	22.1	781	.	.	.
CCC(Cc1ccccc1)NC(=O)C1CCN(S(=O)(=O)c2ccc3c(c2)CC(C)N3C(C)=O)CC1 (configuration not stated)	.	.	.	0.4	821	.	.	.
CCOc1cccc2sc(N(CCCN(C)C)C(=O)c3ccc(S(=O)(=O)N(C)Cc4ccccc4)cc3)nc12	.	.	.	6.6	874	.	.	.
CC(C)(C)OC(=O)N1C[C@H](O)C[C@H]1C(=O)OCC(=O)c1ccc([N+](=O)[O-])cc1	.	.	.	16.8	740	.	.	.
CCc1ccc(N(C(=O)c2csnn2)C(C(=O)NC2CCCCC2)c2cccnc2)cc1 (configuration not stated)	.	.	.	-49.1	765	.	.	.
COc1cccc(-c2noc(CCC(=O)NC3CCCC3)n2)c1	.	.	.	-5.8	665	.	.	.
CCCCN(CCCC)CCCN1CC(=O)N2[C@@H](Cc3c([nH]c4ccccc34)C2(C)C)C1=O	.	.	.	-5.2	736	.	.	.
CN(CCCN1CCCCC1)C(=O)c1cc(COc2ccc(F)cc2F)on1	.	.	.	-1.1	784	.	.	.
CC1CC(C)CN(C(=O)C2CCN(S(=O)(=O)c3cccs3)CC2)C1 (configuration not stated)	.	.	.	5.4	744	.	.	.
Cc1c(CC(=O)NCCC(=O)O)c(=O)oc2cc3occ(-c4ccccc4)c3cc12	.	.	.	2.6	802	.	.	.

By substructure: the entries above containing fluorine (2)
SMILES	XIAP displacement	bCat nuc transl	ER stress rescue	Lipid droplet	Lipid droplet cells 6.5 µM	Dynein transport	MT stabilizer	WT yeast gro inh	others
O=C(c1c(F)cccc1Cl)N1CCN(c2ccccn2)CC1	.	.	.	-1.1	757	.	.	.
CN(CCCN1CCCCC1)C(=O)c1cc(COc2ccc(F)cc2F)on1	.	.	.	-1.1	784	.	.	.

Part of the list above in order of length of the SMILES, largest number first:
SMILES	XIAP displacement	bCat nuc transl	ER stress rescue	Lipid droplet	Lipid droplet cells 6.5 µM	Dynein transport	MT stabilizer	WT yeast gro inh	others
CCOc1cccc2sc(N(CCCN(C)C)C(=O)c3ccc(S(=O)(=O)N(C)Cc4ccccc4)cc3)nc12	.	.	.	6.6	874	.	.	.
CCC(Cc1ccccc1)NC(=O)C1CCN(S(=O)(=O)c2ccc3c(c2)CC(C)N3C(C)=O)CC1 (configuration not stated)	.	.	.	0.4	821	.	.	.
Cc1c(CC(=O)NCCC(=O)O)c(=O)oc2cc3occ(-c4ccccc4)c3cc12	.	.	.	2.6	802	.	.	.

Structural class, those above with two or more sulfur atoms
SMILES	XIAP displacement	bCat nuc transl	ER stress rescue	Lipid droplet	Lipid droplet cells 6.5 µM	Dynein transport	MT stabilizer	WT yeast gro inh	others
CCOc1cccc2sc(N(CCCN(C)C)C(=O)c3ccc(S(=O)(=O)N(C)Cc4ccccc4)cc3)nc12	.	.	.	6.6	874	.	.	.
CC1CC(C)CN(C(=O)C2CCN(S(=O)(=O)c3cccs3)CC2)C1 (configuration not stated)	.	.	.	5.4	744	.	.	.

Remaining list, next part
SMILES	XIAP displacement	bCat nuc transl	ER stress rescue	Lipid droplet	Lipid droplet cells 6.5 µM	Dynein transport	MT stabilizer	WT yeast gro inh	others
O=C(c1ccc2c(c1)OCCO2)C1CCN(C(=O)Nc2ccc(F)cc2)CC1	.	.	.	30.5	849	.	.	.
Cc1cc(C)cc(NC(=O)CCc2ccc(C)o2)c1	.	.	.	13.9	702	.	.	.
CCCn1c(=O)c(C(=O)Nc2ccccc2C)c(O)c2ccccc21	.	.	.	1.0	736	.	.	.
Cc1ccc(-c2ccc(OC(=O)c3ccc(=O)[nH]c3)c(C)c2)cc1	.	.	.	13.6	829	.	.	.
CN1C(=O)c2c(sc3c2CC(C)(C)SC3)N2CCN=C12	-3.1%	.	-0.6%	.	.	.	.	.
CCNc1nc2c(c(=O)n(C)c(=O)n2C)n1Cc1ccc(Cl)cc1	.	.	.	-13.3	648	.	.	5.2	WT yeast gro inh mutant strain=1.4
Cc1cc2ccccc2n1CCNC(=O)C1CC1	.	.	.	-5.2	737	.	.	20.0	WT yeast gro inh mutant strain=8.8
Cc1c(C(=O)NCc2cccnc2)sc2nc(-c3ccccc3)cn12	.	.	.	24.6	786	.	.	10.3	WT yeast gro inh mutant strain=1.6
Cn1c(=O)c2c(SCc3ccccn3)nc(-c3ccccc3)nc2n(C)c1=O	.	.	.	.	.	-0.579	4.5	.	Dynein transport cytoplasmic EGFP=-0.212;Dynein transport nuclear GR-EGFP=-0.0962;Dynein transport cell count=0.0174;MT stabilizer Hoechst-high %=1.6;MT stabilizer cytotoxicity %=8.5
COc1ccc(CCNC(=O)c2c(O)c3cccc4c3n(c2=O)CC4)cc1OC	-4.3%	-2.6	0.5%	.	.	.	.	.	bCat nuc transl cell count 5 µM=1197
Cc1nc(N2CCN(C(c3ccccc3)c3ccccc3)CC2)nc2c1C(=O)CCC2	-4.2%	-1.2	-1.6%	.	.	.	.	.	bCat nuc transl cell count 5 µM=972
CCn1c(=O)c(C(=O)Nc2cnccn2)c(O)c2ccccc21	8.1%	-11.1	-2.4%	.	.	.	.	.	bCat nuc transl cell count 5 µM=918
CCc1c(C)nc(N)n2c(SCC(=O)N3CCN(c4ccccc4F)CC3)nnc12	-2.2%	-1.8	-0.3%	.	.	.	.	.	bCat nuc transl cell count 5 µM=1160
Cc1cc(C)c2nc(NC3=NCN(CCN4CCOCC4)CN3)nc(C)c2c1	-5.8%	-4.2	-2.8%	.	.	.	.	.	bCat nuc transl cell count 5 µM=944
